KDM5B inhibitor: Primary screen for KDM5B Histone Demethylases FDH-coupled qHTS; Lysine-specific demethylase 5B (Homo sapiens), Q9UGL1; KDM5B demethylase, FDH-coupled NADH fluorescence (FDH is formaldehyde dehydrogenase); Potency, µM (highest dose often 57.7 µM), for the others: at the highest dose activity change, negative = inhibition, usual class: inhibitors; 220,000 tested, 2.6% active; AID 1347165, 2019; active = well fitted inhibition curve with a large enough effect; inconclusive = small, poorly fitted or top-dose-only effect; inactive = no such curve, though single readings can be large or run the other way; note: 0% is about no effect; nearly all actives have a fitted effect of over 70% in size
Target sequence (Q9UGL1 whole entry, looked up): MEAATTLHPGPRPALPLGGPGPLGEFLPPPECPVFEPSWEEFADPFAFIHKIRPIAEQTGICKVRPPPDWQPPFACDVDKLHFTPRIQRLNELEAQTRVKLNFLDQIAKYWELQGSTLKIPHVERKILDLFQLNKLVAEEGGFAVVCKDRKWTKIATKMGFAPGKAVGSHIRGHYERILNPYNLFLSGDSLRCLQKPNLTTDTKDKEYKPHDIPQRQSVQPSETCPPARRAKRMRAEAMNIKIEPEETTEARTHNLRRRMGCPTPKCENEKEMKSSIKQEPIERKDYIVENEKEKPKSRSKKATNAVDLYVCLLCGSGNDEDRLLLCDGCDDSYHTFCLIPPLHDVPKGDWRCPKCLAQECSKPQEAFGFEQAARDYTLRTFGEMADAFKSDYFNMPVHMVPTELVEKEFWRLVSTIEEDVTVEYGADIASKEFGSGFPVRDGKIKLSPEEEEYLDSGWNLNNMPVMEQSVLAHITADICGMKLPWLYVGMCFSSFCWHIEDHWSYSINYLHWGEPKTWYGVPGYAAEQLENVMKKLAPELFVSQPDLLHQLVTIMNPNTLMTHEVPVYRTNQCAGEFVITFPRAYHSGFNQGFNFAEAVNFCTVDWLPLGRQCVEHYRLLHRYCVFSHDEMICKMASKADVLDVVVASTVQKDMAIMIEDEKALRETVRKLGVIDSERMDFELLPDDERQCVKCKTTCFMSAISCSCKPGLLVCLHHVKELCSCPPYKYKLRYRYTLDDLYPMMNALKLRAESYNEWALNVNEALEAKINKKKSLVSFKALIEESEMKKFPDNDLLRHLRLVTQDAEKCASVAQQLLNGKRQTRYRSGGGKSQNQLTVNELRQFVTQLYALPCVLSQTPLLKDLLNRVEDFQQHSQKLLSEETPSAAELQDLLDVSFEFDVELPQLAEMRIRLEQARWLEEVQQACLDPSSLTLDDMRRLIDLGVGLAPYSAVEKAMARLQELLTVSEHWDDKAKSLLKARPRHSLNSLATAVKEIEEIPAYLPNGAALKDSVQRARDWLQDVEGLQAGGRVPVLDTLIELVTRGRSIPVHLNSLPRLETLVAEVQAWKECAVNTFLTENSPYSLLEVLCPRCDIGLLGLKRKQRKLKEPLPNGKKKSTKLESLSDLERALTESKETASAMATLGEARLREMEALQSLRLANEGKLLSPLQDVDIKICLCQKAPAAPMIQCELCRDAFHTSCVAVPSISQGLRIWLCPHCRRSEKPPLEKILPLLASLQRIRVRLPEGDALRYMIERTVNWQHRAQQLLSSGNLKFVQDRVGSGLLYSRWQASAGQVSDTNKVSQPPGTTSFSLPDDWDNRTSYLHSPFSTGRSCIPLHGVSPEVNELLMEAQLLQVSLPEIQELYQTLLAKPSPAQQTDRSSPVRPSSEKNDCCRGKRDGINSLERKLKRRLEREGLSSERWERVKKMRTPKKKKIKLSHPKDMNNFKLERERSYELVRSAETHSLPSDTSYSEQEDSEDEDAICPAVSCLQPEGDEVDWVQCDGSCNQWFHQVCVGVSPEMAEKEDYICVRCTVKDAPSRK
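Measured: NADH fluorescence change, 30 min, RT. System: KDM5BΔAP 200 nM final, H3K4me3 peptide, α-KG, Fe(II), ascorbate, NAD⁺ plus FDH, pH 7.5 HEPES. Compounds: titrated, 10 min pre-incubation with enzyme.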
Numbers without * were called inactive; i = inactive; ? = inconclusive; & = joins results of further samples; [ ] = remark or other dose. Potency is the fitted concentration of half-maximal effect.

No. | molecule | KDM5B inhibitor
1 | Cc1ccc(-c2nonc2NC(=O)COc2cccc(C)c2)cc1 | 16%
2 | CCN(CCCNC(=O)c1nn(-c2ccc(C)cc2)c(=O)c2c1c1ccccc1n2C)c1cccc(C)c1 | -3%
3 | CCCCOc1nnc(-c2ccc(OCC)cc2)c2ccccc12 | 11%[11.5 µM]
4 | Cc1ccc(S(=O)(=O)N2CCN(c3ccc([N+](=O)[O-])c4cccnc34)CC2)cc1 | -5%
5 | CN1CCN(C(C(=O)O)c2c[nH]c3cc(OCc4ccccc4)ccc23)CC1 (stereo not given) | -9%
6 | COc1cccc(CN2CCc3c(cc(C(=O)N4CCOCC4)n3C)C2)c1 | -22%
7 | Cc1ccc(Cl)cc1NC(=O)Cn1c(=O)c(CNc2ccccc2)cc2cc3c(cc21)OCCO3 | ?
8 | O=C(CCc1ccccc1)N1CCC(N2CC3CC(C2)[C@H]2CCCC(=O)N2C3)CC1 (stereo not given in full) | ?
9 | CC(=O)N1CCC2(CC1)OC(=O)N(Cc1ccccc1)C2(C)c1ccccc1 (stereo not given) | -3%[86.2 µM]
10 | Nc1nc(C2CC(O)C2)cc(N2CCCN(Cc3ccccn3)CC2)n1 (stereo not given) | -10%
11 | CCOc1ccc(C(=O)Nc2ccccc2OCc2cc(=O)n3ccccc3n2)cc1 | -27%
12 | Cc1ccc(C(=O)NCCc2c[nH]c3ccc(Cl)cc23)cc1 | 2%
13 | O=C(O)c1cc(-c2cccc(F)c2)no1 | 8%
14 | COc1cc(S(=O)(=O)NCc2ccc3c(c2)OCO3)ccc1F | 31%[activator]
15 | NC(=O)c1cccc(C(=O)N2CCCC(c3nc4ccccc4o3)C2)c1 (stereo not given) | 4%
16 | O=C(Nc1nc(-c2ccc(Br)s2)cs1)C1CCC1 | 2%
17 | CC(=O)Nc1ccc(C2(C(=O)N3CCC(N4CCCCC4)CC3)CCCCC2)cc1 | 6%
18 | Cc1nc(NC(=O)CCc2ccccc2)sc1C | 12%
19 | Cc1c(C(=O)c2cccs2)oc2ccccc12 | 19%
20 | Cc1ccccc1OCC(=O)Nc1cccc(C(=O)OCc2cc(=O)n3c(C)csc3n2)c1 | -3%
21 | COc1ccc(CNC(=O)CC(C)CC(=O)O)cc1 (stereo not given) | 20%
22 | O=C(Nc1c2c(nn1-c1ccccc1)CS(=O)C2)c1ccc(Br)o1 (stereo not given) | 22%
23 | COc1ccccc1-c1c(C)nn2c(SCC(=O)NCc3ccccc3)cc(C)nc12 | 15%
24 | CCOc1ccccc1NC(=O)Cn1ccn(Cc2ccc(C)cc2)c(=O)c1=O | ?
25 | CCOC(CCNC(=O)c1cn(CC(C)C)c(=O)c2c1c1ccccc1n2C)OCC | ?
26 | O=C(N/N=C1/CC2C=CCC12)c1ccc(Cl)cc1 (stereo not given) | 15%
27 | N#Cc1ccc(COC(=O)c2ccc(N3CCOCC3)nc2)c(F)c1 | 20%
28 | CC(=O)N1CCC(C(=O)Nc2cc(F)ccc2F)CC1 | 13%
29 | Cc1nc(C2CCCN(C(=O)CCCN)C2)cc(N2CCOCC2)n1 (stereo not given) | 12%
30 | CCCOc1nccnc1NC1CCN(S(=O)(=O)C2CC2)CC1 | 16µM*
31 | Cc1ccc(NC(=O)CSc2ccc3nnc(CCNS(=O)(=O)c4ccccc4)n3n2)cc1Cl | 12%
32 | CCOc1ccc(C(C)=O)cc1CN(C)CC(=O)Nc1ccccc1Cl | ?
33 | CCC1=C(C(=O)OC)C(c2cccc(F)c2)N2C(CC(=O)NCc3cccc(F)c3)=CSC2=N1 (stereo not given) | -14%
34 | CC(C)C(=O)Nc1ccc(Cl)cn1 | 17%
35 | O=C(c1cc(=O)c2cc(Cl)cc(Cl)c2o1)N1CCN(Cc2ccccc2)CC1 | 1%
36 | CCN1c2cc(C(=O)Nc3ccc(C(=O)OC)cc3)ccc2C(=O)N2CCCC21 (stereo not given) | ?

A different layout for some results above.
#30 CCCOc1nccnc1NC1CCN(S(=O)(=O)C2CC2)CC1
  KDM5B inhibitor: 16µM*
#32 CCOc1ccc(C(C)=O)cc1CN(C)CC(=O)Nc1ccccc1Cl
  KDM5B inhibitor: ?

Next compounds follow:
No. | molecule | KDM5B inhibitor
37 | O=C(COC(=O)Cc1ccc(Cl)c(Cl)c1)NCc1ccc(F)cc1 | 6%
38 | CC(C)Oc1cccc(C(=O)N/N=C/c2ccoc2)c1 | 8%
39 | NCCc1noc(-c2ccccc2)n1 | -5%
40 | c1ccc(NC2(c3nnnn3-c3ccccc3)CCCC2)cc1 | -6%
41 | CCC1(C)CC(C(N)=S)CCO1 (stereo not given) | ?
42 | CCc1nnc(SC(CC)C(=O)Nc2ccc(OC)c(Cl)c2)c2cc3occc3n12 (stereo not given) | ?
43 | Cc1ccc(C(O)CNC(=O)c2ccccc2)cc1 (stereo not given) | 16%
44 | Cc1cc(C)cc(C(=O)N2CCC(CC(=O)NCc3ccccc3)C2)c1 (stereo not given) | -5%
45 | O=C(NCc1ccc(F)cc1F)C1CCN(C(=O)c2ncn3c2COC(c2ccccc2)C3)CC1 (stereo not given) | 27%
46 | Cc1nc(CCNC(=O)C2CCCCC2)no1 | 16%
47 | COc1ccc2c(c1)c1c(c(=O)n(Cc3ccccc3)c(=O)n1CC(=O)NCc1ccccc1)n2C | -19%
48 | Cc1ccc(CNC(=O)[C@H](C)NC(=O)[C@@H]2Cc3ccccc3CN2)cc1 | 5%
49 | Nc1nn(Cc2ccc(F)cc2)cc1Br | 11%
50 | c1ccc(Nc2nc(NCc3ccco3)nc3c2cnn3-c2ccccc2)cc1 | ?
51 | COc1ccc(OC)c(NC(=O)Nc2cccc(OCc3cc(=O)n4cc(C)ccc4n3)c2)c1 | 4%
52 | CN1CCN(C(=O)CN2CCN(C(C(=O)O)c3cn(CC(=O)O)c4cc(Cl)ccc34)CC2)CC1 (stereo not given) | -2%
53 | O=C(NCCn1cc(SCc2ccc(C(F)(F)F)cc2)c2ccccc21)c1cccs1 | ?
54 | Cc1cccc(NC(=O)Cn2c(=O)n(CCCS(=O)(=O)C3CCCCC3)c(=O)c3ccccc32)c1 | -33%
55 | O=C(NC1C2CC3CC(C2)CC1C3)c1cccc(Cl)c1 (stereo not given) | 15%
56 | O=C(c1ccc2c(=O)n(CCc3ccccc3)c(=O)[nH]c2c1)N1CCN(c2ccc(F)cc2)CC1 | ?
57 | Cc1ccc2nc(COc3ccccc3NC(=O)COc3ccc(F)cc3)cc(=O)n2c1 | -4%
58 | COc1cc(OC)c(N(C)C(=O)c2cc3c(s2)-c2ccccc2OC3)cc1Cl | ?
59 | CCC(=O)N1CCc2cc(Br)cc(S(=O)(=O)CCC(=O)NCCc3ccc(Cl)cc3)c21 | 9%
60 | CC1=C(c2ccc(C)c(C)c2)S(=O)(=O)N(Cc2ccc(C(=O)NCc3ccccc3F)cc2)C1=O | ?
61 | O=S(=O)(c1ccc(F)cc1)N1CCn2cccc2C1c1ccccc1F (stereo not given) | -23%
62 | O=C(Nc1nc2ccccc2s1)NC1CC(=O)N(c2cccc(F)c2)C1 (stereo not given) | 17%
63 | CCN(CC)c1ccc(NS(=O)(=O)c2ccc(C(C)C)cc2)cc1C(=O)O | -19%
64 | CC(C)c1ccc(S(=O)(=O)NCc2nc3cccnc3n2Cc2ccc(F)cc2)cc1 | 0%
65 | COc1ccc(CNC(=O)Nc2ccccc2)cc1 | 41%
66 | CN1CC2(CCN(C(=O)NC(C)(C)C)CC2)CC1C(=O)N1CCOCC1 (stereo not given) | -10%
67 | c1ccc(-c2ccnc(NCC(c3ccncc3)N3CCOCC3)n2)nc1 (stereo not given) | i
68 | Cc1ccsc1CN1CCCCCNC(=O)CC1c1ccccc1 (stereo not given) | 25%
69 | NC(=O)CSc1nnc(-c2ccccc2F)n1C1CC1 | 20%
70 | CCc1cccc(C)c1NC(=O)c1cc(S(=O)(=O)NCc2ccccc2Cl)ccc1F | ?
71 | Cn1c(=O)c2c(nc(N3CCCC3)n2CCc2ccccc2)n(C)c1=O | 18%
72 | Cc1cn2nc(C(=O)Nc3ccc(OC(F)(F)F)cc3)cc2c(N2CCSCC2)n1 | 25µM*

Structures from the list above that contain an NH in an aromatic ring (3):
No. | molecule | KDM5B inhibitor
5 | CN1CCN(C(C(=O)O)c2c[nH]c3cc(OCc4ccccc4)ccc23)CC1 (stereo not given) | -9%
12 | Cc1ccc(C(=O)NCCc2c[nH]c3ccc(Cl)cc23)cc1 | 2%
56 | O=C(c1ccc2c(=O)n(CCc3ccccc3)c(=O)[nH]c2c1)N1CCN(c2ccc(F)cc2)CC1 | ?

(list continues)
No. | molecule | KDM5B inhibitor
73 | Cc1ccc2oc(C(=O)Nc3nnc(CC(C)C)s3)cc(=O)c2c1 | -5%
74 | CCNC(=O)CC1CCN(S(C)(=O)=O)C1 (stereo not given) | 4%
75 | COc1ccc(C2C(C#N)=C(N)N(c3ccc(C)cc3)C3=C2C(=O)CCC3)cc1 (stereo not given) | -5%
76 | CC(=O)N1CCC(Cc2ccc(C(=O)NC3CCN(Cc4ccccc4)CC3)cc2)CC1 | -20%
77 | COCCNc1oc(-c2ccccc2C)nc1C#N | ?
78 | CCC(C)NC(=O)CCC(=O)N1Cc2ccccc2Oc2ncccc21 (stereo not given) | 8%
79 | N#Cc1ccc(C(=O)NC23CC4CC(CC(C4)C2)C3)cc1 | 20%
80 | O=C(Cn1c(=O)c(C(F)(F)F)nc2ccccc21)N1CCN(c2ccccc2F)CC1 | -13%
81 | COc1ccc(CCN2Cc3cc(NC(=O)c4ccc(F)cc4F)ccc3OC(C)C2=O)cc1 (stereo not given) | 15%
82 | CCc1ccc(OCC(=O)N(Cc2ccc(C)cc2)Cc2ccco2)cc1 | -17%
83 | CCc1nnc(SCC(=O)Nc2cc(OC)cc(OC)c2)c2cc3sccc3n12 | -11%
84 | COc1ccc(-c2ccc(CCC(=O)NC3CCS(=O)(=O)C3)o2)cc1 (stereo not given) | ?
85 | CN(Cc1cccc(F)c1)Cc1cc(=O)n2cc(Br)ccc2n1 | -18%
86 | Cc1ccc(S(=O)(=O)N2CCOCC2)cc1C(=O)Nc1ccccc1-c1nc2ccccc2[nH]1 | ?
87 | CCC1c2ccsc2CCN1C(=O)CCC(=O)N1CCN(S(=O)(=O)c2ccccc2)CC1 (stereo not given) | 18%
88 | COc1ccccc1Cc1nc2ccccc2nc1SCC(=O)N1CCN(c2ccccc2)CC1 | ?
89 | CC(C)NC(=O)NC(=O)CSc1nnc(-c2c[nH]c3ccccc23)o1 | 42%[activator]
90 | CCc1nc(C#N)c(N2CCN(c3cccc(Cl)c3)CC2)o1 | -5%
91 | CCOc1ccc(NC(=O)c2ccc3c(c2)N(C)C2CCCCN2C3=O)cc1 (stereo not given) | ?
92 | CCCN(CCC)c1nn2c(=O)c(C(=O)NCc3cccc(OC)c3)cnc2s1 | ?
93 | COCCCNC(=O)CN1CCCc2nc(-c3ccncc3)ncc2C1=O | -7%
94 | CC(C)(C)NC(=O)COC(c1ccccc1)c1ccccc1 | -9%
95 | O=C(NCc1ccccc1Cl)c1ccc(NC(=O)N2CCCCc3ccccc32)cc1 | -21%
96 | Cc1cccc(NC(=O)CN2C(=O)c3ccccc3Sc3ncccc32)c1C | 7%
97 | COCCCN1C(=O)c2ccc(C(=O)OCC(=O)NCc3cccc(OC)c3)cc2C1=O | 10%
98 | Fc1cccc(F)c1-c1nc(-c2ccncc2)no1 | -19%
99 | O=C(Cc1c[nH]c(=O)[nH]c1=O)NC(c1cnc2ccccc2c1)C1CC(O)C1 (stereo not given) | -1%
100 | CCN(CC)Cc1cnc2c(C(=O)N3CCCC(CCCO)C3)cnn2c1 (stereo not given) | 7%
101 | Cc1oc2cc(OCCN3CCC(C(N)=O)CC3)ccc2c(=O)c1-c1ccc(Br)cc1 | -11%
102 | CN(C)c1cc(N2CCCC(NS(=O)(=O)C3CC3)C2)ncn1 (stereo not given) | -11%
103 | CN(C(=O)CCc1nc2ccccc2[nH]1)C1CCc2nn(C)c(=O)n2CC1 (stereo not given) | -25%
104 | CCOCC(=O)N1c2ccccc2CC1c1noc(C(C)C)n1 (stereo not given) | -22%
105 | O=C(c1ncn[nH]1)N1CCN(Cc2cn(-c3ccccc3)nn2)CC1 | -21%
106 | Cc1nc(C(C)C)ncc1C(=O)N1CCN(C)C2(CCNC(=O)CC2)C1 (stereo not given) | -9%
107 | CN(C(=O)c1cc(F)ccc1Cl)C1CCc2nn(C)c(=O)n2CC1 (stereo not given) | -25%
108 | CCc1ccc(-c2cc(C)no2)cc1S(=O)(=O)NCc1ccc(OC)cc1 | -7%

4 structures already listed, sorted by SMILES length, rising.
No. | molecule | KDM5B inhibitor
107 | CN(C(=O)c1cc(F)ccc1Cl)C1CCc2nn(C)c(=O)n2CC1 (stereo not given) | -25%
103 | CN(C(=O)CCc1nc2ccccc2[nH]1)C1CCc2nn(C)c(=O)n2CC1 (stereo not given) | -25%
97 | COCCCN1C(=O)c2ccc(C(=O)OCC(=O)NCc3cccc(OC)c3)cc2C1=O | 10%
99 | O=C(Cc1c[nH]c(=O)[nH]c1=O)NC(c1cnc2ccccc2c1)C1CC(O)C1 (stereo not given) | -1%

Further entries follow:
No. | molecule | KDM5B inhibitor
109 | O=C(NC1CCCCC1)C1CCN(S(=O)(=O)c2cccc3nonc23)CC1 | -2%
110 | O=C(CCc1nnc2ccc(NCc3ccc4c(c3)OCO4)nn12)N1CCc2ccccc2C1 | -9%
111 | O=C(Cc1c(F)cccc1Cl)Nc1ccc(S(=O)(=O)N2CCCC2)cc1 | 0%
112 | O=C(c1ccccc1)c1c(-c2ccccc2)[nH]n(-c2ccccc2)c(=O)c1=O | ?
113 | O=C(Nc1ccc(Cl)c(Cl)c1)C12CC3CC(CC(C3)C1)C2 | 10%
114 | Cc1ncoc1C(=O)N1CCCCCNC(=O)[C@@H]2CCC[C@@H]21 | -18%
115 | CC#CC[N+](C)(C)CCCCCCCC | -14%&-1%
116 | COc1cc(C(=O)N2CCC(Cc3nc(-c4ccc(F)cc4)no3)CC2)cc(OC)c1OC | 13%

Not all compounds are listed; rates above refer to the full screens.
